# Source: PubChem (Southern Research Specialized Biocontainment Screening Center)
# PhoP GFP inhibition = PhoP regulon inhibitors, Salmonella typhi PhoP promoter GFP reporter, confirmatory (AID 1850); Salmonella Typhi PhoP-promoter GFP reporter, fluorescence, 4 h; higher % means a stronger effect; 310,000 tested, 0.33% active; one-dose inhibition, % at 50 µM; IC50 in µM for titrated hits; in the data active means a potency from the dose series; inconclusive means inhibition mostly from about 25% at the one dose, without a potency; inactive means the rest, 99 in 100 with inhibition below about 19%;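 further: 0% = induced wells with vehicle and 100% = uninduced wells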
# influenza NS1A = H1N1 influenza NS1A inhibitors, functional cell based assay (AID 504329); NS1A functional cell-based assay, percent inhibition; higher % means a stronger effect; inhibition, % at 12.5 µM; hits with a dose series show IC50 in µM; 340,000 tested, 0.3% active; in the data active means a potency from the dose series; inconclusive means inhibition above about 27% without an active follow-up result; further: strong numbers were not always called active
# tuberculosis growth = growth inhibition of non-replicating M. tuberculosis (AID 488890) | inhibition, % at 25 µM; hits with a dose series show IC50 in µM | Mycobacterium tuberculosis non-replicating, growth inhibition; higher % means a stronger effect | 320,000 tested, 0.39% active; in the data active means a potency from the dose series; inconclusive means inhibition mostly from about 82% at the one dose, without a potency; inactive means the rest, 99 in 100 with inhibition below about 76%;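 further: plate controls were DMSO cells for no effect and high antibiotic wells for full effect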
# inhibitors of VEEV = inhibitors of VEEV TC-83 cytopathic effect, confirmation, Vero cells (AID 588727) | one-dose inhibition, % at 20 µM; IC50 in µM for titrated hits | 350,000 tested, 0.13% active | Vero cells, VEEV TC-83 cytopathic effect inhibition; higher % means a stronger effect; in the data active means a potency from the dose series; inconclusive means inhibition mostly from about 14% at the one dose, without a potency; inactive means the rest, 99 in 100 with inhibition below about 12%; further: strong numbers were not always called active
# H37Rv inhibition = M. tuberculosis growth inhibition, HTS (AID 449762); M. tuberculosis H37Rv growth inhibition, 7H9 media; higher % means a stronger effect; inhibition, % at 25 µM, or IC50 in µM where a hit was titrated; 330,000 tested, 0.59% active; in the data active means a potency from the dose series; inconclusive means inhibition above about 70% without an active follow-up result;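 further: bacterial growth assessed after seven days of incubation; strong numbers were not always called active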
# * marks the source's active call; other numbers are inactive results; i = inactive; ? = inconclusive; . = not tested or not shown.
structure	PhoP GFP inhibition	influenza NS1A	tuberculosis growth	inhibitors of VEEV	H37Rv inhibition
Cn1c(O)c(C=NCCOc2ccc(Cl)cc2)c(=O)n(C)c1=O	-15.0%	19.4%	-8.5%	0.7%	-3.7%
Brc1ccc(CSc2nnc(-c3cccnc3)o2)cc1	-7.9%	9.5%	.	0.8%	?
O=C(CSc1ccc2nnc(-c3cccnc3)n2n1)NCc1ccco1	-4.6%	-9.3%	.	0.9%	-5.3%
CC(=O)N1N=C(c2ccc(C(C)(C)C)cc2)OC1(C)C	-7.4%	-6.2%	2.9%	3.0%	-3.1%
CN(C(=O)COC(=O)CNC(=O)C1CCCCC1)c1ccccc1	.	-5.6%	-1.0%	1.2%	2.4%
Fc1ccc(C(c2nnnn2Cc2ccccc2)N2CCSCC2)cc1 (centres undefined)	-2.1%	-7.5%	9.5%	0.5%	-2.3%
CC1=C(C(=O)OC2CCCCC2)C(c2ccc(F)cc2)NC(=O)N1 (centres undefined)	-6.3%	-8.0%	7.5%	i	1.5%
O=C(NC1CC2CCC(C1)N2Cc1ccccc1)c1cccc(F)c1 (centres undefined)	-6.7%	-23.3%	-16.5%	0.1%	7.5%
COC(=O)c1cccc(N(CC(=O)NC2CCCC2)C(=O)CNC(=O)c2cccs2)c1	3.0%	-9.2%	-2.6%	2.5%	-7.7%
CC(C)Oc1ccc(CNC(=O)C2CCCN(S(=O)(=O)N3CCOCC3)C2)cc1 (centres undefined)	0.5%	4.3%	1.0%	3.1%	2.3%
Cn1c(=O)c(C(=O)COC(=O)c2cc(C(F)(F)F)nc3c(C(F)(F)F)cccc23)c(N)n(CC2CC2)c1=O	12.8%	.	-2.2%	.	92.5%
Cc1csc(NC(=O)Cc2ccc(F)cc2)n1	5.2%	-3.4%	65.6%	i	-5.7%
CSc1ccc(/C=N/n2nnnc2N)cc1	-1.1%	-1.2%	5.9%	i	-18.4%
Cc1cccc(OCC(=O)NCC(=O)N/N=C/c2cc(Br)cc(Br)c2O)c1	-20.7%	7.2%	48.8%	11.0%	-1.1%
CCOC(=O)[C@@H]1[C@H]2COc3cc(OC)ccc3[C@@H]2N2C(=O)N(c3cccc(C)c3)C(=O)[C@@]12C	-8.7%	13.6%	1.6%	i	-14.2%
CCCCCCN1CCN(c2ccccc2Cl)CC1	-2.7%	-9.8%	17.1%	i	6.6%
O=C(NNC(=O)c1ccc(Br)s1)c1ccc(F)c(S(=O)(=O)N2CCOCC2)c1	.	-8.1%	25.4%	1.8%	-1.7%
CCC(C)[C@H](NC(=O)c1cc2cc(Cl)ccc2n1C)C(=O)N1CCC[C@H]1C(=O)O (some centres undefined)	5.1%	0.7%	-15.0%	0.6%	-18.1%
COc1ccc(N(CC(=O)N2CCN(c3ccccc3F)CC2)S(=O)(=O)c2c(C)n[nH]c2C)cc1	-0.1%	-6.2%	14.9%	5.2%	5.8%
CCn1c(COc2ccccc2)nnc1SCc1ccc(C#N)cc1	2.6%	-2.7%	21.8%	6.5%	-7.4%
Cc1nc2c(c(C)nn2-c2ccccc2)c(C)c1CCC(=O)Nc1ccc(CN2CCCC2)cc1	23.1%	14.7%	?	0.9%	55.7%
O=C(Nc1ccccc1O)c1csc2c1CCCC2	-1.5%	1.6%	35.0%	4.0%	3.8%
O=C(NCc1ccc2c(c1)OCO2)c1ccc(-c2ccc(Cl)cc2)o1	1.9%	-5.9%	29.2%	2.9%	-15.2%
CCOc1ccc(NC(=O)NC2(C(=O)NCc3ccco3)CCCCC2)cc1	-8.4%	3.7%	-7.6%	1.2%	7.5%
Cc1cc(C)cc(OCc2nnc(SCC(=O)OC3CCCCC3)o2)c1	0.6%	-1.2%	?	i	?
Cc1ccc(S(=O)(=O)NCCCn2ccnc2)cc1	1.0%	2.0%	-10.0%	i	0.3%
O=C(N/N=C/c1ccncc1)c1cccc(S(=O)(=O)Nc2ccc(Cl)cc2)c1	12.8%	7.3%	9.2%	i	4.4%
O=C(NNC(=O)C1COc2ccccc2O1)c1cccc([N+](=O)[O-])c1 (centres undefined)	1.6%	-6.1%	-7.9%	1.3%	-1.6%
CCCN1C(=O)/C(=C/c2ccco2)SC1=Nc1ccc(OC)cc1	-2.4%	-10.0%	7.2%	7.5%	-5.1%
O=C(Nc1ccc(-c2csc(Nc3ccc(Cl)cc3)n2)cc1)c1cccc(C(F)(F)F)c1	-21.1%	.	35.6%	.	?
COc1cc(C(=S)N2CCOCC2)cc(OC)c1OC(=O)c1cccc(C)c1	-6.9%	-3.2%	-7.6%	0.2%	-0.1%
CC1C/C(=N\NC(=S)NC(C)C)CC(C)(C)C1 (centres undefined)	9.3%	1.6%	78.2%	1.5%	?

# Reformatted: 3 of the compounds above
Cc1ccc(S(=O)(=O)NCCCn2ccnc2)cc1
  PhoP GFP inhibition: 1.0%
  influenza NS1A: 2.0%
  tuberculosis growth: -10.0%
  inhibitors of VEEV: i
  H37Rv inhibition: 0.3%

O=C(N/N=C/c1ccncc1)c1cccc(S(=O)(=O)Nc2ccc(Cl)cc2)c1
  PhoP GFP inhibition: 12.8%
  influenza NS1A: 7.3%
  tuberculosis growth: 9.2%
  inhibitors of VEEV: i
  H37Rv inhibition: 4.4%

O=C(NNC(=O)C1COc2ccccc2O1)c1cccc([N+](=O)[O-])c1 (centres undefined)
  PhoP GFP inhibition: 1.6%
  influenza NS1A: -6.1%
  tuberculosis growth: -7.9%
  inhibitors of VEEV: 1.3%
  H37Rv inhibition: -1.6%

# (more compounds)
structure	PhoP GFP inhibition	influenza NS1A	tuberculosis growth	inhibitors of VEEV	H37Rv inhibition
COC(=O)N/N=C\c1c(C)nn(-c2ccccc2)c1Cl	-3.1%	2.7%	1.6%	0.7%	-1.6%
O=C(CSc1ncccn1)NCc1ccc(Cl)cc1	-6.0%	7.0%	8.1%	0.1%	2.4%
COC(=O)C(O)(c1ccc(N=Cc2ccccc2O)c(C)c1)C(F)(F)F (centres undefined)	-2.7%	-8.8%	12.9%	0.1%	-5.0%
COC(=O)c1cc2occc2n1Cc1ccc(Cl)cc1	-2.6%	1.1%	8.6%	4.3%	2.2%
CCn1c(C)c(C)c2cc(C(=O)N3CCN(c4ccccc4)CC3)ccc21	9.0%	16.5%	7.0%	0.7%	?
O=C(C1CCN(S(=O)(=O)c2cccc([N+](=O)[O-])c2)CC1)N1CCOCC1	1.8%	8.9%	0.5%	1.2%	-1.3%
CCOC(=O)c1ccc(NS(=O)(=O)c2c(N)n(C)c(=O)n(C)c2=O)cc1	5.8%	-1.1%	6.2%	0.8%	-5.8%
COCC(C)NC(=O)c1cc(-c2ccc(O)cc2)on1 (centres undefined)	9.6%	0.1%	1.4%	1.9%	5.1%
CCOc1ccc(NC(=O)c2ccc(NC(=O)COC(=O)Cc3ccc(OC)cc3)cc2)cc1	1.7%	2.1%	-13.1%	2.0%	-3.2%
Cc1nc(C)n(C)c(=O)c1-c1ccccc1	1.4%	20.9%	-1.7%	0.8%	13.3%
O=C1CC(c2ccc(F)cc2)Cc2nc(N3CCN(c4ccccc4)CC3)ncc21 (centres undefined)	16.5%	-4.0%	-11.5%	2.9%	0.5%
N/C(=N\OC(=O)c1cccc2ccccc12)c1cccc([N+](=O)[O-])c1	17.5%	20.1%	13.6%	5.7%	35.3%
CCCCCOC(=O)CSc1nnc(-c2cc(OC)c(OC)c(OC)c2)o1	-8.8%	0.0%	?	4.4%	?
CC(C)c1nc(CNC(=O)CC2C(=O)NCCN2Cc2cccc(F)c2F)cs1 (centres undefined)	-12.3%	-6.9%	-2.1%	6.7%	-8.5%
CC(C)(C)NCC(=O)N/N=C/c1ccc(OCc2ccccc2)cc1	1.4%	7.3%	31.0%	0.9%	-9.6%
Nc1nc(C2CCOCC2)cs1	0.6%	0.2%	-7.5%	1.8%	-0.4%

# (continued)
# Under each structure: PhoP GFP inhibition | influenza NS1A | tuberculosis growth | inhibitors of VEEV | H37Rv inhibition
> COc1ccc(C(=O)n2cnc3ccccc32)cc1Br
 : -4.7% | -22.1% | -4.6% | 0.7% | 5.5%
> O=C(Nc1ccc(S(=O)(=O)N2CCCCCC2)cc1)c1ccc(Br)o1
 : -9.1% | -4.7% | 14.7% | 2.5% | 0.2%
> CCCN(CC(=O)Nc1cc(Cl)ccc1Cl)C(=O)CN1C(=O)C2CCCCC2C1=O (centres undefined)
 : -5.7% | -6.7% | 10.5% | 1.4% | -10.3%
> COc1ccc(NC(=O)c2cccc(Oc3ccccc3)c2)cn1
 : 10.1% | 11.1% | 43.5% | 5.4% | -0.4%
> O=C(NCC1CCCO1)C(c1cccs1)N(C(=O)c1ccc(CN2CCOCC2)o1)c1ccc(Cl)cc1 (centres undefined)
 : -4.4% | -11.6% | 12.6% | 1.6% | 6.8%
> COCCNC(=O)C(c1ccc(C)o1)N(C(=O)c1snc(C(N)=O)c1N)c1ccc(C)c(C)c1 (centres undefined)
 : -5.8% | 7.2% | 10.2% | 0.3% | -0.2%
> Cc1cccc(NC(=S)N(Cc2cccs2)Cc2cc3cc(C)ccc3[nH]c2=O)c1
 : 0.3% | -3.6% | 11.5% | 8.9% | -4.3%
> O=c1[nH]c(SCc2nc3ccccc3c(=O)n2-c2ccccc2)nc2ccccc12
 : -5.3% | -7.4% | -9.0% | 1.8% | -6.6%
> COc1ccc(CNS(=O)(=O)NCc2ccc(OC)c(OC)c2)cc1OC
 : 6.5% | 2.1% | -5.8% | 1.1% | 7.0%
> CCN(C(=S)Nc1ccc(OC(F)F)cc1)C1CCCCC1
 : 2.7% | -10.3% | 14.0% | 2.3% | -0.2%
> O=C(O)c1cc(Cl)ccc1NC(=O)C1CCCO1 (centres undefined)
 : 2.1% | 3.1% | 3.4% | 0.1% | 5.5%
> O=C(Nc1ccc(N2CCOCC2)cc1N1CCOCC1)c1ccco1
 : 2.9% | -4.3% | -6.3% | 0.8% | 0.2%
> CCC1CN(C(=O)NCc2ccc(C)cc2)c2cc(Cl)ccc2O1 (centres undefined)
 : 2.4% | -23.8% | 18.8% | 3.4% | 11.3%
> CC[C@@H](C)[C@@H](C(=O)N1CCN(C(=O)OC(C)(C)C)CC1)n1cc(CCCN=C(NC(=O)OC(C)(C)C)NC(=O)OC(C)(C)C)nn1
 : -5.6% | 6.3% | -16.9% | 2.2% | -9.8%
> COc1ccccc1-n1cnc2cc(NC(=O)c3ccco3)ccc21
 : 20.1% | -0.5% | 18.4% | 0.5% | 34.9%
> COc1cc(C2Nc3ccc4ncccc4c3C3=C2C(=O)CCC3)cc(OC)c1O (centres undefined)
 : 3.7% | -3.1% | -1.7% | 8.0% | -3.1%
> CC(Cc1ccccc1)C(=O)NCc1ccccn1 (centres undefined)
 : -0.4% | 5.8% | 9.8% | 0.3% | -5.8%
> CC(=O)Cc1nsc(NC(=O)c2ccc(-c3ccccc3Cl)o2)n1
 : -3.1% | -2.2% | -1.0% | 3.1% | 0.1%
> CCCCNC(=S)N1CCN(c2nc3ccccc3s2)CC1
 : -11.4% | -0.4% | 46.5% | 0.1% | 6.9%
> COc1cccc(OC)c1C(=O)Nc1cccc(C(C)=O)c1
 : 7.0% | -8.6% | -6.9% | 2.7% | -11.1%
> CCCCCn1c(Sc2ncccn2)nc2c1c(=O)[nH]c(=O)n2C
 : -9.6% | -5.6% | -2.4% | 0.6% | 3.3%
> CC(=O)c1c(C)[nH]c(C(=O)Nc2ccc(F)cc2F)c1C
 : 6.5% | 4.7% | -4.0% | 0.1% | 2.5%
> CCOC(=O)CNC(=S)n1ncnc1N
 : -13.1% | 10.7% | -11.6% | 2.1% | -5.3%
> C/C=C/c1ccc(OCC(=O)Nc2cc(OC)c(OC)c(OC)c2)c(OC)c1
 : -4.0% | 5.1% | 24.9% | 6.6% | -0.2%
> COc1ccc(N2CCN(C(CNC(=O)C(C)(C)C)c3cccnc3)CC2)cc1 (centres undefined)
 : -3.5% | 8.3% | -18.3% | i | -6.1%
> NNC(=O)c1ccc(COc2ccc3ccccc3c2)o1
 : 0.2% | -21.4% | 5.1% | 1.9% | -3.1%
> CC(C#N)Sc1nc2ccccc2c(=O)n1-c1ccccc1 (centres undefined)
 : 20.7% | 9.0% | 0.2% | 0.3% | -3.5%
> CC1CCCc2sc3nc(N4CCN(CCO)CC4)n4ncnc4c3c21 (centres undefined)
 : 1.1% | 7.1% | 58.1% | 3.9% | 12.9%
> CC(C)=C(NC(=O)c1ccccc1)C(=O)N1CCOCC1
 : -11.9% | 5.7% | 4.0% | i | 4.3%
> CS(=O)(=O)N1CCC(C(=O)N2CCN(C(c3ccccc3)c3ccccc3)CC2)CC1
 : 0.0% | 4.1% | 12.2% | 0.5% | 0.2%
